CSN deneddyl inh = inhibitors of CSN-mediated cullin deneddylation, primary screen, biochemical, fluorescence polarization, uHTS; actives 0.38% (n = 360,000); AID 651999, 2013; Purified CSN, SCF-Nedd8-OG deneddylation; inhibition, % at 12.5 µM;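 active = pattern-corrected inhibition above about 35%, with an unprinted fluorescence ratio check between 0.5 and 1.5, limit read from the data, passing the limit was not always enough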;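 also: 0% = enzyme with substrate and 100% = substrate without enzyme; some results filed as inactive read as strong as hits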
Target sequence (Q92905 whole entry, looked up, one chain of several): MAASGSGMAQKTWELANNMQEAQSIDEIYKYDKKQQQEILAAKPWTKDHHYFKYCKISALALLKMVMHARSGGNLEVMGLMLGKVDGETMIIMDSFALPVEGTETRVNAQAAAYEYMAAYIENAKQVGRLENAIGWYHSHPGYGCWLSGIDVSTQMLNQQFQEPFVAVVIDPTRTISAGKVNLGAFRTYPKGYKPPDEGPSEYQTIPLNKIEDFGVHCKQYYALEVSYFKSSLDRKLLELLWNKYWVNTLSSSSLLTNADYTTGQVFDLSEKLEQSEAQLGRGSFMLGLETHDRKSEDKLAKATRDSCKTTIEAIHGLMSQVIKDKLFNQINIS
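Assay system: purified human Csn5 enzyme expressed in HEK293T cells; Input: 0.24 nM Csn5 enzyme, final concentration; Reagent: 10 nM SCFSkp2-Nedd8OG; Compound dosing: 12.5 µM single point; Times: reaction 90 min, room temperature; Technique: fluorescence polarization readout.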
MLLE-PAM2 inh = inhibitors of PABP1 MLLE–PAM2 peptide binding, primary screen, biochemical, fluorescence polarization, FITC-PAM2, GST-MLLE. Polyadenylate-binding protein 1 (Homo sapiens), P11940. inhibition, % at 20 µM. actives 0.36% (n = 360,000). AID 588489, 2011; in the data active = inhibition above about 35%, passing the limit was not always enough;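 also: plate controls were DMSO wells with GST-MLLE for no effect and wells lacking GST-MLLE protein for full effect; some results filed as inactive read as strong as hits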
TbMetRS inhib = T. brucei MetRS inhibitors, primary screen, biochemical, luminescence | inhibition, % at 11.9 µM | purified T. brucei MetRS, ATP depletion, Kinase-Glo luminescence | AID 624268, 2012 | actives 0.4% (n = 360,000);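 active = inhibition above a per-plate cutoff of the control wells' mean inhibition plus 3 SD, cut at about 5.5% in these data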;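 also: 0% = DMSO wells median and 100% = median of wells with control inhibitor compound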
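Test system – parasite MetRS enzyme · Reagent – substrates ATP, L-methionine and bulk Escherichia coli tRNA · Doses – 11.9 µM compound single dose, 0.9% DMSO · Times – 15 min enzyme-compound preincubation, 2 h reaction, 10 min detection, 25 °C · Signal – Kinase-Glo luminescence, ATP depletion format · Controls – DMSO-only wells as low control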
FAS-TE inh = FAS thioesterase domain inhibitors, primary screen, biochemical, fluorescence intensity, uHTS | recombinant FAS-TE, OMFH fluorogenic substrate, fluorescence endpoint | inhibition, % at 15 µM | actives 0.67% (n = 360,000);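 active = compounds whose normalised, plate-corrected inhibition of enzyme fluorescence in the single-dose primary screen is 50% or more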;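 also: 0% = DMSO with enzyme and 100% = substrate without enzyme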
MsrA inhibitor = bovine MsrA enzyme inhibitors, primary screen, biochemical, absorbance, HTS; purified bovine MsrA, absorbance read-out; inhibition, % at 15.5 µM; actives 0.75% (n = 360,000); AID 651718, 2012; in the data active = inhibition above about 4.5%;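 also: 0% = vehicle wells with enzyme and 100% = reference inhibitor wells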
Rin1 Abl inh = inhibitors of Rin1-Abl protein binding, primary screen, biochemical, TR-FRET; AID 588664, 2011; inhibition, % at 7.35 µM; actives 0.4% (n = 360,000); Tyrosine-protein kinase ABL1 (Homo sapiens) + Ras and Rab interactor 1 (Homo sapiens), …; in the data active = inhibition above about 5%, passing the limit was not always enough
Neddyl block = inhibitors of cullin neddylation, primary screen, biochemical, TR-FRET, uHTS, NAE and Ubc12; NEDD8-conjugating enzyme Ubc12 (Homo sapiens) + NEDD8-activating enzyme E1 regulatory …; calls only at 25 µM; actives 0.58% (n = 360,000); in the data active = inhibition above about 36%
eLon inh = inhibitors of E. coli Lon protease, primary screen, biochemical, fluorescence polarization | inhibition, % at 7.94 µM | purified E. coli Lon protease | actives 0.42% (n = 360,000); in the data active = inhibition above about 13%, passing the limit was not always enough;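 also: 0% = enzyme with probe and DMSO and 100% = no enzyme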
MsrA act = bovine MsrA enzyme activators, primary screen, biochemical, absorbance, HTS; purified bovine MsrA, absorbance read-out; activation, % at 10.6 µM; actives 0.3% (n = 360,000); in the data active = activation above about 7.5%;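 also: 0% = vehicle and 100% = reference activator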
* marks the source's active call; other numbers are inactive results; i = inactive; . = no result given; + = active, no number.

(1) CC1=C(C(=O)OCc2ccccc2)C(c2ccccc2)NC(=O)N1 (stereo not drawn)
(2) COc1cc(/C=N/NC(=O)c2ccccn2)ccc1OC(=O)c1ccccc1Br
(3) COc1ccc(NC(=O)CSc2nnnn2C2CCCC2)c(OC)c1
(4) COc1cccc(C(=O)C2CCCN(Cc3cn(C)nc3-c3ccccc3)C2)c1 (stereo not drawn)
(5) Cc1nc(=O)c(-c2ccccc2)c(C)n1Cc1ccccc1
(6) CN(C)N=C1c2cc(S(=O)(=O)N3CCOCC3)ccc2-c2ccc(S(=O)(=O)N3CCOCC3)cc21
(7) O=C(Nc1ccccc1)c1cnc[nH]1
(8) COc1ccc2ccc3cccc[n+]3c2c1

assay / entry	1	2	3	4	5	6	7	8
CSN deneddyl inh	3	-4	0	7	-1	6	-7	-1
MLLE-PAM2 inh	6	1	-3	-6	-3	10	5	12
TbMetRS inhib	-1.8	-0.8	-1.0	-1.2	-0.5	1.8	-1.6	-0.2
FAS-TE inh	-2	21	1	2	-3	50*	-10	-2
MsrA inhibitor	1.5	2.0	-0.7	1.0	-0.3	-0.8	1.4	-0.1
Rin1 Abl inh	1	-5	3	3	4	0	2	-3
Neddyl block	i	i	i	i	i	i	i	.
eLon inh	-7	-3	5	-3	2	-6	-6	2
MsrA act	-1	-4	-7	-6	-3	2	-14	-3

(9) O=C(NN1C(=O)c2ccccc2NC1c1ccccc1OCc1ccccc1)c1ccncc1 (stereo not drawn)
(10) CCCc1nn(-c2ccccc2)c2c1C(c1cccs1)C(C#N)=C(N)O2 (stereo not drawn)
(11) C/C=C(\C)C(=O)O[C@H](c1cc2ccc(=O)oc2cc1OC)[C@@H](O)C(C)(C)O
(12) NC(=O)CC(NC(=O)Cc1ccc(Br)cc1)c1ccc(N2CCC(Cc3ccccc3)CC2)c([N+](=O)[O-])c1 (stereo not drawn)
(13) O=C(CNC(=O)c1ccccc1F)NC1=NCCS1
(14) CCOc1ccccc1NS(=O)(=O)c1cc2c3c(c1)C(C)C(=O)N3CCC2 (stereo not drawn)
(15) COc1ccc(C(=O)Nc2ccc3c(c2)nc(CN2CCCC2)n3C)cc1
(16) Cc1ccc2[nH]c(=O)c(CN(CC3CCCO3)S(=O)(=O)c3cccc4nsnc34)cc2c1 (stereo not drawn)

assay / entry	9	10	11	12	13	14	15	16
CSN deneddyl inh	1	1	3	0	0	0	3	-4
MLLE-PAM2 inh	-2	9	17	8	0	-5	-6	9
TbMetRS inhib	-1.0	-0.6	-0.2	-0.3	-0.2	-0.3	-0.4	-0.3
FAS-TE inh	1	-8	-4	-15	-8	-20	2	-2
MsrA inhibitor	-0.5	-0.8	1.0	0.0	1.2	0.1	-0.2	2.8
Rin1 Abl inh	3	-1	1	-2	-1	-1	1	-2
Neddyl block	i	i	+	i	i	i	i	i
eLon inh	2	1	-3	-5	3	2	1	-3
MsrA act	-4	0	-7	-9	-1	-3	-5	-3

(17) O=C(c1cccc2ccccc12)C1CCCN(C(=O)CCc2cnccn2)C1 (stereo not drawn)
(18) O=C(CCC1CCCC1)Nc1cc(Cl)ccc1N1CCOCC1
(19) O=C(COc1ccccc1)N=C1SC2CS(=O)(=O)CC2N1Cc1ccccc1 (stereo not drawn)
(20) C[C@H](CO)N1C[C@H](C)[C@H](CN(C)C(=O)c2ccncc2)OCc2cnnn2CCCC1=O
(21) CCc1ccc(NC(=O)CSc2nc(NS(=O)(=O)c3ccccc3)cc(=O)[nH]2)cc1
(22) COC(=O)C1=CNC=C(C(=O)OC)C1c1cccc2ccccc12
(23) Cc1cc(NC(=O)OC(C)(C)C)c(-n2nnnc2C(C(=O)c2ccccc2)N2CCOCC2)cc1C (stereo not drawn)
(24) O=C(CN1C(=O)NC2(CCCC2)C1=O)OCc1ccc(F)cc1

assay / entry	17	18	19	20	21	22	23	24
CSN deneddyl inh	-3	7	0	1	-6	-5	-4	2
MLLE-PAM2 inh	18	6	-7	-11	8	-6	.	2
TbMetRS inhib	0.2	0.2	0.0	-0.4	-0.1	-0.2	-0.4	-0.1
FAS-TE inh	-2	24	5	-4	5	1	.	-6
MsrA inhibitor	0.0	1.0	0.0	-0.4	0.4	1.5	-0.7	0.3
Rin1 Abl inh	2	1	3	-1	-1	2	.	0
Neddyl block	i	i	i	i	i	.	i	i
eLon inh	-10	-11	6	-3	8	0	.	-2
MsrA act	-2	-3	-3	-2	-3	-2	.	0

(25) CC(OC(=O)c1cccnc1Cl)C(=O)NCc1ccccc1 (stereo not drawn)
(26) CCOC(=O)C(Oc1ccc2c(-c3ccccc3)cc(=O)oc2c1C)c1ccccc1 (stereo not drawn)
(27) C=CCNC(=O)c1ccccc1NS(=O)(=O)c1ccc(SC)cc1
(28) C=C(C)CSc1nc(C)c(Cc2ccccc2)c(=O)[nH]1
(29) Cn1cnc2nc[nH]c2c1=S
(30) c1ccc(Cc2nc(-c3ccccn3)no2)cc1
(31) Cc1ccc(C)c(Nc2nc3c(S(=O)(=O)c4ccccc4)nnn3c3ccccc23)c1
(32) CCCCOc1ccc(C(=O)NCC(=O)NCC(=O)OCC)cc1

assay / entry	25	26	27	28	29	30	31	32
CSN deneddyl inh	1	1	0	3	1	-3	0	3
MLLE-PAM2 inh	12	6	32	10	10	-1	-2	-4
TbMetRS inhib	-0.2	-0.4	-0.8	-0.7	-0.3	-0.4	-0.3	-0.4
FAS-TE inh	-10	23	0	-3	-4	-3	5	-3
MsrA inhibitor	-0.5	-0.4	-0.5	-0.6	2.2	-0.2	-0.2	2.1
Rin1 Abl inh	3	2	2	2	2	-4	0	7
Neddyl block	i	i	i	i	i	i	i	i
eLon inh	-10	2	2	2	7	8	7	-9
MsrA act	-1	8.0*	-3	-6	-6	-3	-9	1

(33) COCC(=O)N1C[C@H]2CON(C)[C@H]2C[C@H]1c1ccc(N2CCCCC2)cc1
(34) Cc1[nH]c2ccccc2c1CCNC(=O)c1ccc2nccnc2c1
(35) COc1ccc(OC)c(C2CC(=O)OC3=C2C(=O)CC(C)(C)C3)c1 (stereo not drawn)
(36) Cc1cccc(Oc2nccc(C(F)(F)F)c2C(=O)Nc2ccc(F)cc2F)c1
(37) Nc1nc(SCc2ccc(Cl)cc2Cl)c2ncn(C3OC(CO)C(O)C3O)c2n1 (stereo not drawn)
(38) Cc1cc(=O)[nH]c(SCC(=O)c2ccc(O)c(O)c2)n1
(39) COc1ccc(OC)c(/C=N/c2oc(-c3ccco3)c(-c3ccco3)c2C#N)c1
(40) CCCCn1c(N)c(N(CC(C)C)C(=O)c2ccc(N3C(=O)c4ccccc4C3=O)cc2)c(=O)[nH]c1=O

assay / entry	33	34	35	36	37	38	39	40
CSN deneddyl inh	1	-3	4	-1	2	-2	16	-2
MLLE-PAM2 inh	-9	9	-1	-21	0	16	-20	-10
TbMetRS inhib	-0.6	-0.9	-0.7	0.1	0.9	-0.1	0.0	-0.1
FAS-TE inh	0	1	0	4	-1	-5	5	-12
MsrA inhibitor	0.4	0.0	0.9	-1.5	1.6	2.1	1.7	-1.0
Rin1 Abl inh	-3	-2	-2	1	0	0	-2	4
Neddyl block	i	i	i	i	i	i	.	i
eLon inh	-7	4	0	4	-4	-1	-14	1
MsrA act	-2	-6	-10	-2	-2	-1	-4	-1

(41) O=C(C1=C[C@H](C2CC2)C[C@H](OCCCCO)O1)N1CCN(Cc2ccccc2)CC1
(42) CCC(C(=O)N1CCCCCC1)n1nc(C)n2c(cc3occc32)c1=O (stereo not drawn)
(43) FC(F)(F)c1cccc(Nc2nc(N3CCOCC3)nc(N3CCOCC3)n2)c1
(44) Cc1c(C(=O)NCc2ccccc2C(F)(F)F)sc(=O)n1Cc1ccc2ccccc2c1
(45) O=C(CN1C(=O)c2ccccc2C1=O)Nc1sc2c(c1C(=O)NCC1CCCO1)CCC2 (stereo not drawn)
(46) COc1cccc(CNc2nc(NC(C)C)nc3ccsc23)c1
(47) O=C(Cn1nc(-c2ccccc2)c2ccccc2c1=O)NCCN1CCOCC1

assay / entry	41	42	43	44	45	46	47
CSN deneddyl inh	-1	0	1	-2	-3	-4	-3
MLLE-PAM2 inh	4	-2	-2	6	26	1	5
TbMetRS inhib	-0.3	-0.7	0.1	0.1	-0.8	0.1	0.2
FAS-TE inh	-14	-10	23	38	13	-2	-6
MsrA inhibitor	-0.4	0.6	-0.5	0.1	0.7	1.0	0.6
Rin1 Abl inh	0	0	3	0	0	0	0
Neddyl block	i	i	i	i	i	i	i
eLon inh	5	-5	13	7	-1	8	-9
MsrA act	-7	-4	-1	2	-1	-2	-10

Compound activity: PubChem BioAssay, several laboratories

No enrichment for hits; any-hit rate near 4%.
